FAS-TE inh – FAS thioesterase (human) inhibition; recombinant FAS-TE, OMFH fluorogenic substrate, fluorescence endpoint; inhibition, % at 15 µM; P49327; hit rate 0.67% among 360,000;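 active = compounds whose normalised, plate-corrected inhibition of enzyme fluorescence in the single-dose primary screen is 50% or more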;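 note: 0% = DMSO with enzyme and 100% = substrate without enzyme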
Neddyl block – inhibitors of human cullin neddylation | P61081+Q13564 | TR-FRET cullin neddylation, biochemical | calls only at 25 µM | hit rate 0.58% among 360,000; in the data active = inhibition above about 36%
MLLE-PAM2 inh – blocks PAM2 peptide binding to the PABP1 MLLE domain; P11940; GST-MLLE / FITC-PAM2 fluorescence polarization; hit rate 0.36% among 360,000; inhibition, % at 20 µM; in the data active = inhibition above about 35%, passing the limit was not always enough;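 note: plate controls were DMSO wells with GST-MLLE for no effect and wells lacking GST-MLLE protein for full effect; some results filed as inactive read as strong as hits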
Rin1 Abl inh – human Rin1-Abl interaction inhibition; P00519+Q13671; TR-FRET Rin1/Abl binding, biochemical; inhibition, % at 7.35 µM; hit rate 0.4% among 360,000; AID 588664; in the data active = inhibition above about 5%, passing the limit was not always enough
Target sequence (P00519 whole entry, looked up): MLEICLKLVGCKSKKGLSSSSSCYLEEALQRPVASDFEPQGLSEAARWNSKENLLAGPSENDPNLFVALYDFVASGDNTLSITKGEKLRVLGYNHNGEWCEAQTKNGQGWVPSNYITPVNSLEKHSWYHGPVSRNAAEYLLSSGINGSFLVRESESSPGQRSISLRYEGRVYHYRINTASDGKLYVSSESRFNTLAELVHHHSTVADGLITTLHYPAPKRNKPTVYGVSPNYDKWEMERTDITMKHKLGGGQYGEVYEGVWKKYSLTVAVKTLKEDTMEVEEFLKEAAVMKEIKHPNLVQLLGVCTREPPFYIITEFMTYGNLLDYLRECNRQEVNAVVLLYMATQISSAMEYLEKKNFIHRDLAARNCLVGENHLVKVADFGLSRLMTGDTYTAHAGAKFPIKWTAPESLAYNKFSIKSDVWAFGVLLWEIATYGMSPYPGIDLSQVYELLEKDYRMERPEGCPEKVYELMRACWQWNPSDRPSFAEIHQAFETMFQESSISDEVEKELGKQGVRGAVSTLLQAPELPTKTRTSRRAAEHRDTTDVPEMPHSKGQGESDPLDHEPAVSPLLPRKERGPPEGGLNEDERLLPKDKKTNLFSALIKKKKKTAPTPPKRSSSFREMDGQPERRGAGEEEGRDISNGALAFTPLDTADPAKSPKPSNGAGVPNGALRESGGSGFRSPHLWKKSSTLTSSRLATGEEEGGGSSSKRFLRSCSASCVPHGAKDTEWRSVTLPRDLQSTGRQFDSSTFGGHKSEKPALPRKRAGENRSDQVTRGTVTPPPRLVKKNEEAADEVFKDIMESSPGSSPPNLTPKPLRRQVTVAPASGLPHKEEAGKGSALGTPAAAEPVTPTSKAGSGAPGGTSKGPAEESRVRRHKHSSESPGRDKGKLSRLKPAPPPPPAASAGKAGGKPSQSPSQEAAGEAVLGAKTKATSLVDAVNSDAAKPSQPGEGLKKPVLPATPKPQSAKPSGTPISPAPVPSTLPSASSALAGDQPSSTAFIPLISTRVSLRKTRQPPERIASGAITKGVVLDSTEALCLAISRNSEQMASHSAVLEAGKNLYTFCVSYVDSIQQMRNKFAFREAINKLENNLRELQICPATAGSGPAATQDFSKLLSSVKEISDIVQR
Target sequence (Q13671 whole entry, looked up): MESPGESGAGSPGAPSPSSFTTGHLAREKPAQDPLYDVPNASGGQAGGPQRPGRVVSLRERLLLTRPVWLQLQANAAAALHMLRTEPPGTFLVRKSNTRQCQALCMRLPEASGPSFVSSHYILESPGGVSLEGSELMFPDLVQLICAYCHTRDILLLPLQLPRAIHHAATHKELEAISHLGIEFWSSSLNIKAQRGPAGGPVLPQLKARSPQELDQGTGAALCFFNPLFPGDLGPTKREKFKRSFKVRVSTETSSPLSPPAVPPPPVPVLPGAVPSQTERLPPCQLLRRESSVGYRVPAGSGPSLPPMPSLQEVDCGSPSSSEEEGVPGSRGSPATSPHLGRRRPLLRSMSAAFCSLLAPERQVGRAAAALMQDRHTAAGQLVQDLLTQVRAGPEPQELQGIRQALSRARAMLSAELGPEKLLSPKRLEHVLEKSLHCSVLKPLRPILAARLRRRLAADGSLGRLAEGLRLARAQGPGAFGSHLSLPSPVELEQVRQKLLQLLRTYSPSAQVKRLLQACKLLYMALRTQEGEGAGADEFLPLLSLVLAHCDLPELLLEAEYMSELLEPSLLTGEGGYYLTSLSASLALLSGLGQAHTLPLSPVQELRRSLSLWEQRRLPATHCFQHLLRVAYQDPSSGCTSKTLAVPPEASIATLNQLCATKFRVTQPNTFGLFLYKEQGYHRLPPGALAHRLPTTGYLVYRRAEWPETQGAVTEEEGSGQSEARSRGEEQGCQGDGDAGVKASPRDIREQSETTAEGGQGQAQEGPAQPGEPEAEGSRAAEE
MT1-MMP act inh – inhibitors of human MT1-MMP activation. P50281. HT1080 RFP-PRO-GFP cells, GFP/RFP ratio fluorescence, overnight; percent of plate control window, DMSO zero. GFP/RFP ratio change, % at 20 µM. hit rate 0.061% among 360,000;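 active = GFP/RFP ratio change of at least 30% with cell ATP level not reduced by more than half and red fluorescence within 50% of control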; note: strong numbers were not always called active
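Compound: 20 µM single dose, 1% DMSO / System: HT1080 RFP-PRO-GFP cells / Controls: DMSO and RFP-L50D-GFP cell wells / Read-out basis: GFP/RFP fluorescence ratio / Schedule: overnight compound exposure at 37 °C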
E coli Lon inh – E. coli protease La inhibition; purified E. coli Lon protease, fluorescence polarization; inhibition, % at 7.94 µM; hit rate 0.42% among 360,000; AID 602123; in the data active = inhibition above about 13%, passing the limit was not always enough;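 note: 0% = enzyme with probe and DMSO and 100% = no enzyme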
NRP1-CendR mod – alters CendR peptide binding to human NRP-1. inhibition, % at 25 µM. O14786. hit rate 0.85% among 360,000. FAM-RPARPAR peptide binding to NRP-1, fluorescence polarization;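 active = inhibition or corrected inhibition above about 18%, plus a signal ratio from 0.5 to 1.5, limit read from the data, passing the limit was not always enough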; note: strong numbers were not always called active
SKN-1 block – blocks SKN-1 activity in C. elegans; C. elegans VP596 Pgst-4::GFP/RFP ratio, acrylamide-induced, 24 h; inhibition, % at 21.8 µM; hit rate 0.49% among 360,000; AID 624304;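 active = interference check ratio from 0.5 to 1.5 plus GFP to RFP signal ratio inhibition reaching or exceeding a fixed threshold, cut at about 30% in these data, passing the limit was not always enough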; note: some compounds called inactive have numbers as strong as hits
bovine MsrA act – activators of bovine methionine sulfoxide reductase A. purified bovine MsrA, absorbance read-out. activation, % at 10.6 µM. hit rate 0.3% among 360,000; in the data active = activation above about 7.5%;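 note: 0% = vehicle and 100% = reference activator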
Starred values were filed as active, the others as inactive; i = inactive; . = not tested or not shown.

Start of the listing, in advance (3 entries):
SMILES | FAS-TE inh | Neddyl block | MLLE-PAM2 inh | Rin1 Abl inh | MT1-MMP act inh | E coli Lon inh | NRP1-CendR mod | SKN-1 block | bovine MsrA act
COc1cccc(NC(=O)N(C)C[C@@H]2OCc3cn(nn3)CCCC(=O)N([C@H](C)CO)C[C@H]2C)c1 | -8 | i | -18 | -1 | 9 | -2 | -2 | 10 | -3
COc1cc(NC(=O)CN(C)S(=O)(=O)c2ccc3c(c2)CCC(=O)N3)cc(OC)c1 | -5 | i | -10 | 0 | 2 | -5 | 3 | 4 | -8
Cc1ccc(C(=O)N2CCC3(CC2)Oc2ccc(Cl)cc2C(=O)C32CC(c3ccc(Cl)cc3)=NO2)s1 (centres undefined) | 20 | i | 4 | -1 | 10 | 7 | 8 | -6 | -2

The list itself, repeating the preview:
SMILES | FAS-TE inh | Neddyl block | MLLE-PAM2 inh | Rin1 Abl inh | MT1-MMP act inh | E coli Lon inh | NRP1-CendR mod | SKN-1 block | bovine MsrA act
COc1cccc(NC(=O)N(C)C[C@@H]2OCc3cn(nn3)CCCC(=O)N([C@H](C)CO)C[C@H]2C)c1 | -8 | i | -18 | -1 | 9 | -2 | -2 | 10 | -3
COc1cc(NC(=O)CN(C)S(=O)(=O)c2ccc3c(c2)CCC(=O)N3)cc(OC)c1 | -5 | i | -10 | 0 | 2 | -5 | 3 | 4 | -8
Cc1ccc(C(=O)N2CCC3(CC2)Oc2ccc(Cl)cc2C(=O)C32CC(c3ccc(Cl)cc3)=NO2)s1 (centres undefined) | 20 | i | 4 | -1 | 10 | 7 | 8 | -6 | -2
C[C@@H]1CC=C[C@H]2[C@H]1C(=O)N(Cc1ccccc1)[C@H]2c1ccc2ccccc2c1Br | 34 | i | 0 | -13 | -8 | -1 | 0 | -5 | 0
COc1ccc(F)cc1C(=O)C1CCCN(C(=O)Cc2c(C)noc2C)C1 (centres undefined) | 0 | i | -1 | 7 | 5 | -10 | 15 | 4 | -2
COc1c(Cl)cc(Br)c(OC)c1C(=O)NC(=O)Nc1nc(C)cc(C)n1 | 2 | i | 6 | 2 | -4 | -2 | 20 | 1 | 0
O=C(/C=C/c1ccco1)NCC1OCCc2ccccc21 (centres undefined) | 2 | i | 11 | 1 | -5 | -5 | -43 | -9 | -7
C[C@H]1COC(=O)[C@H](CC(=O)OC(C)(C)C)C/C=C\C[C@@H](CC(=O)N(CCO)Cc2ccccc2)C(=O)N1 | -7 | i | 1 | -2 | 1 | 6 | -7 | -5 | -8
Cc1[nH]c2ccccc2c1C(=O)COC(=O)c1ccc2c(=O)n3c(nc2c1)CCC3 | 0 | i | 3 | -2 | -1 | 3 | -8 | -4 | -7
CCc1ccc(-c2cc(C(=O)Nn3cnnc3)c3ccccc3n2)cc1 | -6 | i | -32 | -2 | 3 | -6 | 10 | 11 | -5
O=C1CCC(=O)N1c1cccc(-c2nc3ccccc3o2)c1 | -5 | i | 10 | 2 | 0 | 3 | -8 | 0 | -6
CCCC(CCC(=O)Nc1cc([N+](=O)[O-])ccc1O)C(=O)O (centres undefined) | -9 | i | -14 | -1 | 3 | 4 | 7 | 6 | -13
O=C(CSc1nc(O)c(Cc2ccccc2)c(=O)[nH]1)c1ccccc1 | -8 | i | 41* | -3 | 6 | -3 | -20 | -11 | -3
Cc1cc(-c2nn(C)c(=O)c3ccccc23)ccc1CNC(=O)NC1CCCCC1 | 7 | i | 16 | -3 | -16 | -1 | -7 | -8 | -2
O=C(/C=C/c1ccccc1)Nc1ccc(S(=O)(=O)N2CCOCC2)cc1 | 5 | i | 3 | 1 | 3 | -9 | 6 | 0 | -3
c1ccc(CSc2nnc3c(n2)OC(c2ccco2)Nc2ccccc2-3)cc1 (centres undefined) | -7 | i | 9 | 2 | -8 | 1 | -7 | -22 | -11
CC(=O)CCN1C(=O)NC2(CCCc3ccccc32)C1=O (centres undefined) | -7 | i | 13 | -6 | -3 | -9 | 6 | 10 | -3
CCSc1nnc(NC(=O)CSc2nnc(CNC(=O)c3cc(OC)c(OC)c(OC)c3)o2)s1 | -18 | i | 0 | -4 | -7 | 8 | 14 | -17 | 0
Cc1ccccc1C(=O)c1c[nH]c(C(=O)NCc2cccs2)c1 | 4 | i | 3 | 0 | -9 | -5 | -1 | -9 | -2
Cc1ccccc1C(=O)N=c1ccn(-c2nc3ccccc3nc2NS(=O)(=O)c2ccccc2)cc1 | -5 | i | -14 | -2 | -6 | -3 | -2 | 7 | -3

Two of these compounds, set out differently:
structure	FAS-TE inh	Neddyl block	MLLE-PAM2 inh	Rin1 Abl inh	MT1-MMP act inh	E coli Lon inh	NRP1-CendR mod	SKN-1 block	bovine MsrA act
CCSc1nnc(NC(=O)CSc2nnc(CNC(=O)c3cc(OC)c(OC)c(OC)c3)o2)s1	-18	i	0	-4	-7	8	14	-17	0
Cc1ccccc1C(=O)c1c[nH]c(C(=O)NCc2cccs2)c1	4	i	3	0	-9	-5	-1	-9	-2

The listing continues.
SMILES | FAS-TE inh | Neddyl block | MLLE-PAM2 inh | Rin1 Abl inh | MT1-MMP act inh | E coli Lon inh | NRP1-CendR mod | SKN-1 block | bovine MsrA act
CC(C)(C)CN1CCC(Oc2cccc(C(=O)N3CCNC(=O)C3(C)C)c2)CC1 | -4 | i | 10 | 0 | -3 | 9 | 1 | -6 | -4
COc1ccccc1CNC(=O)c1ccc(CS(=O)Cc2cccc(Cl)c2)o1 (centres undefined) | -1 | i | 10 | 0 | 1 | -8 | 0 | 7 | -2
S=C(Nc1ccc(Br)cc1)N1CCCC1 | -10 | i | -104 | -1 | 1 | -11 | -1 | -4 | -1
O=C(CN1CCN(c2ncccn2)CC1)N1CCCc2c1c(=O)oc1ccc(O)cc21 | -11 | i | 7 | -3 | -1 | -4 | -10 | -11 | -5
CCCc1ccc(C(C)NC(=S)NC2CCCCC2)cc1 (centres undefined) | 18 | i | -88 | 2 | -3 | 3 | 10 | 7 | -2
C=CCc1cccc2cc(C(=O)O)c(=O)oc12 | -8 | i | -9 | 5 | 1 | -9 | 4 | 14 | -3
Cc1cc(C)nc(N2CCCC(C(=O)NNC(=O)c3ccncc3)C2)n1 (centres undefined) | -2 | i | 2 | 0 | -4 | -6 | 15 | 0 | -3
COc1ccc(OC)c(/C=C/C(=O)OCC(=O)Nc2cccc(Oc3ccccc3)c2)c1 | 28 | . | -4 | -2 | 2 | -5 | 3 | -4 | 4
Cc1ccc(F)c(Cn2cnc3c(cnn3C(C)(C)C)c2=O)c1Cl | 23 | i | 6 | 0 | -1 | 9 | 10 | 10 | -2
COc1ccc(/C=C/C(=O)OCC(=O)Nc2ccc3c(c2)OCO3)cc1 | -4 | i | 0 | -3 | 4 | 8 | 21* | -6 | -2
CCN1C(=O)c2cccc3c(S(=O)(=O)N4CCC(C)CC4)ccc1c23 | 11 | . | 10 | 0 | 18 | -4 | -4 | -20 | -3
O=C(c1cn(-c2ccccc2)nc1-c1cccnc1)N1CCN(S(=O)(=O)c2ccc(Cl)cc2)CC1 | 5 | i | 5 | 1 | -2 | -2 | 14 | 0 | 0
COc1ccc(C2CC(=O)Oc3cc(O)cc(O)c32)cc1 (centres undefined) | -5 | i | -6 | 3 | 4 | -6 | -6 | 1 | -9
CC(C)(O)[C@@H]1CC(=O)[C@]2(C)[C@H](CC[C@@]3(C)[C@H](c4ccoc4)OC(=O)[C@H]4O[C@]432)[C@@]1(C)/C=C\C(=O)O | -1 | i | -3 | -1 | 3 | 1 | 26* | 21 | -4
Fc1ccccc1CNCCC(Cc1ccccc1)c1ccc2c(c1)OCO2 (centres undefined) | 8 | i | -3 | 0 | -4 | 4 | -7 | 7 | -3
COc1ccccc1OCCCC(=O)Nc1ccc2c(c1)OCCO2 | -4 | i | 8 | -3 | 1 | -12 | 6 | 2 | -1
O=C(O)c1ccc(OCCOc2ccccc2)cc1 | -1 | i | 15 | 1 | 3 | -4 | -2 | 12 | 0
CC(CC(=O)Nc1ccc(C(N)=O)cc1)c1ccccc1 (centres undefined) | -6 | i | 12 | 2 | 1 | 9 | -2 | -13 | -5
COC(=O)c1cc(CNC(=O)c2ccccc2Cl)ccc1OC | -8 | i | -3 | 4 | 3 | -5 | 4 | 12 | -9
COc1ccc(NC(=O)C(NC(C)=O)C(=O)NCc2ccccc2Cl)cc1 (centres undefined) | 1 | i | -2 | -4 | 0 | -5 | -7 | -2 | -8
Cc1ccc(N2C(=O)C3CCCN3C2=S)cc1Cl (centres undefined) | 4 | i | -22 | -1 | 3 | 5 | 6 | -2 | 3
O=C1CCCC2=C1C(c1ccccc1)NC(=S)N2 (centres undefined) | -8 | i | -105 | -1 | 2 | -2 | -2 | 0 | -2
CC(=O)C(Sc1nc(N2CCOCC2)nc(N2CCOCC2)n1)C(=O)Nc1ccccc1 (centres undefined) | 2 | i | 29 | -2 | . | 5 | 0 | 24 | -3
COCc1c(C(=O)OCc2nnc(-c3ccc([N+](=O)[O-])cc3)o2)oc2ccccc12 | 22 | i | -4 | 2 | -1 | -2 | 20 | -10 | -1
CCOc1ccc(C2CC(c3cccc(OC)c3)n3nc(N)nc3N2)cc1 (centres undefined) | -3 | i | 8 | 3 | 7 | 1 | 0 | 7 | -4
NC(=O)c1ccc(NC(=O)COC(=O)C2CCN(S(=O)(=O)c3cccs3)CC2)cc1 | -2 | i | -3 | -1 | -1 | 0 | 1 | 3 | -2
COC(=O)[C@H](Cc1ccccc1)[C@@H](C)OS(N)(=O)=O | -12 | i | 5 | -1 | 3 | -7 | 22 | -7 | 1
COC(=O)c1ccc2nc(C3CCCCC3)c(Cc3ccccc3C(F)(F)F)n2c1 | 9 | i | 1 | 3 | -5 | -5 | -12 | 3 | -1
O=C(NC(=S)Nc1ccc(-c2ccc(CO)o2)cc1)c1cccs1 | 4 | i | -38 | 3 | -5 | -18 | -108 | 3 | -3
CN1C(=O)C(C)(C)c2cc(S(=O)(=O)NCC3CCC(C(=O)NC4CCCCC4)CC3)ccc21 (centres undefined) | -13 | i | 0 | 0 | 5 | -5 | 8 | -1 | 0
Cc1ccc(NC(=O)CNc2cccc(S(=O)(=O)N3CCCC3)c2)cc1F | 9 | i | -1 | -4 | -3 | 14 | 6 | 5 | -3
CC(=O)c1cccc(NC(=O)NN2CCN(C)CC2)c1 | -9 | i | -3 | -1 | -2 | -15 | -1 | 7 | -2
Cc1nc2cc(-c3ccccc3)sc2c(=O)n1N | -5 | i | 6 | -2 | -1 | -1 | 14 | -7 | -9
CCOc1ccc(OCC)c(NC(=O)C2CCCN2S(=O)(=O)c2cccc3cccnc23)c1 (centres undefined) | 18 | i | 4 | -3 | -5 | 2 | 5 | -5 | -3
Cc1noc(C(=O)N2CC3(C)CC2CC(C)(C)C3)c1Cl (centres undefined) | -2 | i | -11 | 2 | 1 | 2 | -1 | 4 | -6
Nc1c2c(nc3ccccc13)CCC2 | -6 | i | 5 | -3 | 6 | 4 | 13 | 9 | 1
CC(=O)Nc1ccc(C(=O)NN2C(=O)c3ccccc3C2=O)cc1 | -3 | i | -6 | -3 | 1 | -4 | -9 | 2 | -4
O=C1NCCCc2c1oc1cc(Br)c(O)c(Br)c21 | -6 | i | -8 | -5 | -3 | 7 | 10 | -3 | -1
Cc1c(C)c2ccc(OCC(=O)N3CC[C@@]4(O)CCCC[C@H]4C3)c(C)c2oc1=O | -2 | . | 9 | -5 | -2 | -5 | 5 | -11 | -4
COc1ccc(/C=C/C(=O)NCC(=O)N/N=C/c2cccs2)cc1 | -2 | i | -2 | -4 | -2 | 2 | 13 | -8 | -8
CC(=O)C(Cc1ccc(Cl)nc1)(Cc1ccc(Cl)nc1)C(C)=O | -6 | i | -4 | 5 | -2 | 5 | 6 | -5 | -9
COc1ccc(-c2cc(C(=O)N/N=C/c3cccnc3)c3ccccc3n2)cc1 | 3 | . | -4 | -2 | -2 | 0 | 5 | 22 | -4
N#CC1=C(N)NC(SCC(=O)Nc2ccccc2)=C(C#N)C12CCCCC2 | 6 | i | 29 | 0 | -6 | -2 | 0 | -7 | -3
CC(=O)c1cc(-c2ccc(F)cc2)n(CCC(=O)Nc2cc(C)[nH]n2)c1C | -5 | i | 8 | -1 | -8 | 2 | 6 | -24 | -11

Screening data from PubChem.
